GalR3 antag = human GalR3 antagonism. HEK293 GalR3-CNG cAMP membrane potential fluorescence; galR3 body fused to GalR1 C-terminus. AID 651719. 360,000 tested, 0.44% active. inhibition, % at 3 µM. O60755;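 active = inhibition above the screen-wide average plus 3 SD, cut at about 13% in these data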;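 note: forskolin and galanin both at EC90 stimulate the cells; cAMP rise reported by CNG channel membrane potential dye signal; 0% = forskolin plus galanin with DMSO and 100% = forskolin alone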
Target sequence (O60755 1-299 limits assumed): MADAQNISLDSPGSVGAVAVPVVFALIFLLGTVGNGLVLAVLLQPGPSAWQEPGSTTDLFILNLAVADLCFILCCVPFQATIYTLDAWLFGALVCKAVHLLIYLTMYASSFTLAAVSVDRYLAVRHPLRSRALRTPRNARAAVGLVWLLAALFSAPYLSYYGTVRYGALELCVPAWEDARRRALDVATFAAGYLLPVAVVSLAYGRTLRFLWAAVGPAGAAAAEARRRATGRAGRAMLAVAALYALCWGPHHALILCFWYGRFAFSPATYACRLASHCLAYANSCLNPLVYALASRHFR
* = called active by the depositor.

SMILES	GalR3 antag
COc1ccc(C(C)(NC(C)=O)c2nc(-c3cnc4ccccc4c3)cs2)cc1 (stereo unspecified)	-7
COc1cc(C(=O)N2CCCCC2c2cc(C(=O)N3CCOCC3)no2)cc(OC)c1C (stereo unspecified)	-5
CN1CCC(n2[nH]c(-c3ccccc3)c(Cc3ccccc3)c2=O)CC1	-3
CC(=O)N1c2ccc(C)cc2Sc2c1ccc1ccccc21	8
COc1ccc(C(NC(=O)C2CCN(Cc3ccc(Oc4ccccc4)cc3)CC2)c2ccccc2C)cn1 (stereo unspecified)	2
CCCCC(=O)N(C)c1c(CC)nc2c(OCC(=O)C(C)(C)C)cccn12	-3
CCC(=O)N1CCC1(C)C(=O)Nc1ccc2scnc2c1 (stereo unspecified)	-5
O=C(CC(=O)N1CCOCC1)N1CCOCC1	-5
CCC(=O)c1cccc(-c2ccccc2)c1CC	-5
Cc1ccc(C)c(OCC(=O)OCc2csc(CC(=O)Nc3ccccc3C)n2)c1	-5
N=c1c(S(=O)(=O)c2ccc(Br)cc2)cc2c(=O)n3ccccc3nc2n1CCN1CCOCC1	-5
Cc1cccc(NC(=O)c2ncn3c2C(=O)N[C@H](C)C3)c1	-8
CCCN1/C(=C(\C#N)C2=NS(=O)(=O)c3ccccc32)N(C)c2ccccc21	-4
Cc1ccc(NC(=O)C2(C)CCN2Cc2ccc(OC(C)C)cc2)cc1 (stereo unspecified)	-5
O=C1N[C@@H](Cc2c[nH]c3ccccc23)C(=O)N[C@H]1Cc1ccccc1	-3
CC1(C(=O)Nc2ccc3c(c2)OCCO3)CCC(=O)N1C1CCN(Cc2ccccc2)CC1 (stereo unspecified)	-6
CCN(c1ccccc1)S(=O)(=O)c1ccc(Oc2ccccc2)c(N)c1	-6
C[C@H](NC(=O)[C@@H]1CCCN1C(=O)[C@@H]1CCCN1C(=O)OC(C)(C)C)c1ccccc1	0
Cc1cccc(NS(=O)(=O)c2ccc(C)c(C(=O)NNC(=O)c3csc(N4CCOCC4)n3)c2)c1	-7
O=C1C2CCC(C2)C1CN1CCOCC1 (stereo unspecified)	-3
COCCCNC(=O)c1ccc(-c2c(C)noc2C)c2ccoc12	-4
CN1NC(=O)c2ccccc2NC1=S	-6
COC(=O)c1cc2c(c3c4cc(C)ccc4n(S(=O)(=O)c4ccc(C)cc4)c13)C(=O)N(Cc1ccccc1)C2	-6
Nc1[nH]c(C(=O)c2ccc(Cl)cc2)c(-c2ccc(Br)cc2)c1C(=O)NCc1ccc(Cl)cc1Cl	-2
COc1ccc(OC)c(NC(=O)C2(C)CCN2C(C)C)c1 (stereo unspecified)	-4
Further compounds.
SMILES	GalR3 antag
O=C(Nc1ccc2c(c1)OCCO2)C1c2ccccc2OCC(=O)N1CCc1c[nH]c2ccccc12 (stereo unspecified)	-4
O=c1[nH][nH]c2c1[C@H](CCc1cccc(Cl)c1)O[C@H](C1CCCC1)C2	2
CC(CNC(=O)[C@@H](Cc1ccccc1)NC(=O)[C@H]1O[C@@H](n2ccc(=O)[nH]c2=O)[C@H](O)[C@@H]1O)c1ccccc1 (stereo partly specified)	-3
Clc1cccc(Cc2c(-c3cccc(Br)c3)nc3c4ccccc4ccn23)c1	-1
CCCCN1C(=O)C(CC(=O)NCCCN(C)C)CC(C(=O)N(C(C)C)C(C)C)=C1C (stereo unspecified)	-2
CCCNC(=O)c1cc(C2CCCCN2C(=O)c2cccs2)on1 (stereo unspecified)	-5
CCOc1ccc(Cl)cc1-c1cc(C(=O)NCc2cccc(C(F)(F)F)c2)[nH]n1	-10
N#Cc1cccc(C(=O)C(=O)N2CCC(Cc3ccccc3)CC2)c1	-7
CCCCCCNC(=O)O[C@]12C[C@@H](C(=O)OC)[C@@H](C(=O)OC)C[C@@]1(O)CN(S(=O)(=O)c1ccc(C)cc1)C2	-2
CCC1C(c2ccccc2)=CCC(C(=O)O)C1C (stereo unspecified)	-1
COc1cc(OC)c2c(-c3cccc(-c4ccc(F)c(Cl)c4)c3)cc(=O)oc2c1	0
CCc1nc2ccc(C(=O)Nc3cccc(OCC(=O)N(C)C)c3)cn2c1N(C)C(=O)c1ccncc1	-4
C[C@H]1Cn2cnc(C(=O)N[C@H](C)c3ccccc3)c2C(=O)N1	-7
Cc1cc(=O)[nH]c2nc3ccccc3n12	-4
COC(=O)[C@@]1(Cc2ccc(F)cc2)[C@H]2c3cc(C(=O)N4CCCC4)n(CCN4CCNC4=O)c3C[C@H]2CN1C(=O)c1ccccc1	3
CCOC(=O)C1=CCN(S(=O)(=O)c2ccc(Cl)cc2)C1c1ccc(Cl)c(Cl)c1 (stereo unspecified)	-10
CC1CCCCC1NC(=O)CN1CCC(NC(=O)C(C)(C)C)CC1 (stereo unspecified)	-6
CC12C=CC(=O)C=C1CCC1C3CCC(O)(C(=O)CO)C3(C)CC(O)C12F (stereo unspecified)	-5
Nc1ccn([C@@H]2O[C@H](C(=O)N[C@H](Cc3ccccc3)C(=O)NCC(F)(F)F)[C@@H](O)[C@H]2O)c(=O)n1	-6
CC(=O)Nc1cccc(-c2cc(NC=O)c3ncc(-c4cccc(C(C)=O)c4)n3c2)c1	-5
COc1cc(F)ccc1-c1csc(C(NC(C)=O)c2cccc(F)c2)n1 (stereo unspecified)	-7
COc1ccc(CN(C)C(=O)COC(=O)c2ccc(-c3ccccc3)cc2)c(OC)c1OC	0
COc1ccc(-c2cnc(C(O)c3ccc(C(C)(C)C)cc3)[nH]2)cc1 (stereo unspecified)	-2
O=NN(Cc1cccnc1)C(=O)NC1CCCCC1	-4
CNC(=O)OCc1cocc1COC(=O)NC	-7
Later entries.
SMILES	GalR3 antag
CCCCn1nnnc1C1(C)CCC(=O)N1Cc1ccc(OC)c(OC)c1 (stereo unspecified)	-2
COCc1cccc(-c2csc(C(C)(O)c3ccccc3)n2)c1 (stereo unspecified)	-7
CC(C)C[C@H]1CN([C@@H](Cc2ccccc2)CN2CCC[C@H]2CN2C(=O)C(=O)NC[C@@H]2Cc2ccc(O)cc2)C(=O)C(=O)N1CC1CCCCC1	0
CC1(C(=O)NCc2cccc3ccccc23)CCN1CCc1ccccc1 (stereo unspecified)	-5
Clc1ccc(-c2nc3ccc(Cl)cn3c2Cc2cccc(Cl)c2)cc1	-10
CC1=C(C(=O)N2CCCCCC2)CC(CC(=O)NC2CCCC2)C(=O)N1Cc1ccccc1 (stereo unspecified)	-9
COc1ccc(-c2ccc3c(c2)C2CC3CCN2Cc2ccc(OC(F)(F)F)cc2)cc1 (stereo unspecified)	-4
COc1cccc(C2c3cc4c(cc3OC(NNC(N)=O)C2C)OCO4)c1O (stereo unspecified)	-5
O=C(CN1C(=O)c2ccccc2C1=O)NCC(=O)Nc1ccccc1	-6
O=C(O)Cn1nnc(-c2ccccc2)c1COc1ccccc1	-1
C=Cc1ccc(Cn2c(C)c(C(=O)NCc3ccc4c(c3)OCO4)sc2=O)cc1	-2
C[C@@H]1CN([C@H](C)CO)C(=O)CCCn2nncc2CO[C@@H]1CN(C)C(=O)c1cc(-c2ccccc2)on1	-5
O=C(NC(c1ccc(F)cc1)c1ccc2ccccc2n1)C1CCN(CCOc2ccc(Cl)cc2)CC1 (stereo unspecified)	-9
O=C(NC1CCCCC1)C1c2ccccc2OCC(=O)N1C1CC1 (stereo unspecified)	-6
O=c1[nH]c(=O)n2c(c1-c1ccccc1)OC(CBr)C2 (stereo unspecified)	-5
O=C(NCc1cccc(C(F)(F)F)c1)c1csc(COCCO)n1	-4
COC(=O)[C@@]1(C)[C@H]2C(=O)N(Cc3ccccc3)C(=O)[C@H]2[C@H]2CN=C(SC)N21	-6
Cn1c(=O)oc2ccccc2c1=O	-3
CC(=O)OCC(=O)N1CCN(C(=O)C(=O)c2cccc(C(F)(F)F)c2)CC1	-5
CCc1nc2ccc(C(=O)NCc3ccccc3OC)cn2c1N(CC)CCOC	-3
CCCCn1c(N)c(N(C(=O)CSc2nncn2-c2ccccc2)C2CCCC2)c(=O)[nH]c1=O	0
Cc1ccc(S(=O)(=O)N2CC=C(N)N2)cc1	-1
COc1ccc(NC(=S)N2CCC(C(=O)c3ccc(Cl)cc3)CC2)cc1	-1
O=C(C=Cc1ccc2c(c1)OCO2)C=Cc1ccc2c(c1)OCO2	-4
Cc1[nH]c2ccccc2c1CC(=O)Nc1ccc(N(C)c2cccnc2)c(-c2cccc(Cl)c2)c1	-7

A portion of the results above, as a working copy:
SMILES	GalR3 antag
CCCCn1nnnc1C1(C)CCC(=O)N1Cc1ccc(OC)c(OC)c1 (stereo unspecified)	-2
COCc1cccc(-c2csc(C(C)(O)c3ccccc3)n2)c1 (stereo unspecified)	-7
CC(C)C[C@H]1CN([C@@H](Cc2ccccc2)CN2CCC[C@H]2CN2C(=O)C(=O)NC[C@@H]2Cc2ccc(O)cc2)C(=O)C(=O)N1CC1CCCCC1	0
CC1(C(=O)NCc2cccc3ccccc23)CCN1CCc1ccccc1 (stereo unspecified)	-5
Clc1ccc(-c2nc3ccc(Cl)cn3c2Cc2cccc(Cl)c2)cc1	-10
CC1=C(C(=O)N2CCCCCC2)CC(CC(=O)NC2CCCC2)C(=O)N1Cc1ccccc1 (stereo unspecified)	-9
COc1ccc(-c2ccc3c(c2)C2CC3CCN2Cc2ccc(OC(F)(F)F)cc2)cc1 (stereo unspecified)	-4
COc1cccc(C2c3cc4c(cc3OC(NNC(N)=O)C2C)OCO4)c1O (stereo unspecified)	-5
O=C(CN1C(=O)c2ccccc2C1=O)NCC(=O)Nc1ccccc1	-6
O=C(O)Cn1nnc(-c2ccccc2)c1COc1ccccc1	-1
C=Cc1ccc(Cn2c(C)c(C(=O)NCc3ccc4c(c3)OCO4)sc2=O)cc1	-2
C[C@@H]1CN([C@H](C)CO)C(=O)CCCn2nncc2CO[C@@H]1CN(C)C(=O)c1cc(-c2ccccc2)on1	-5
O=C(NC(c1ccc(F)cc1)c1ccc2ccccc2n1)C1CCN(CCOc2ccc(Cl)cc2)CC1 (stereo unspecified)	-9
O=C(NC1CCCCC1)C1c2ccccc2OCC(=O)N1C1CC1 (stereo unspecified)	-6
O=c1[nH]c(=O)n2c(c1-c1ccccc1)OC(CBr)C2 (stereo unspecified)	-5
O=C(NCc1cccc(C(F)(F)F)c1)c1csc(COCCO)n1	-4

Other compounds follow:
SMILES	GalR3 antag
COc1ccc(CC(=O)OCC(=O)Nc2cccc(C(C)=O)c2)cc1OC	4
COCCNC(=O)C1(C)CCN(C(=O)/C=C/c2ccccc2)C1 (stereo unspecified)	-2
O=C(COc1ccc([N+](=O)[O-])cc1)NNC(=O)C1COc2ccccc2O1 (stereo unspecified)	-6
C[C@@H]1ON(C)[C@H]2C[C@H]3c4[nH]c5c(-c6cccc(Cl)c6)cccc5c4CCN3C(=O)[C@@H]12	-1
CC(OC(=O)CCNS(=O)(=O)c1ccc(Cl)cc1)C(=O)N(C)Cc1ccccc1 (stereo unspecified)	-6
CC[C@@H](C(=O)[C@@H](C)[C@@H](O)[C@H](C)[C@@H]1O[C@@H]([C@@H](CC)C(=O)O)CC[C@@H]1C)[C@H]1O[C@]2(C=C[C@@H](O)[C@]3(CC[C@@](C)([C@H]4CC[C@](O)(CC)[C@H](C)O4)O3)O2)[C@H](C)C[C@@H]1C	0
Cc1noc(C)c1S(=O)(=O)N1CCN(c2ccccc2Cl)CC1	-1
COc1cccc(CN(C)CC(=O)Nc2cccc(S(=O)(=O)N(C)c3ccccc3)c2)c1OC	-6
CC(=O)c1ccc(OC2(C)CCN(Cc3ccc4c(c3)OCCO4)C2)cc1 (stereo unspecified)	-7
c1cncc(Oc2ccc(NCCc3c[nH]c4ccccc34)cc2)c1	-8
COc1ccc(C(O)c2nc(-c3ccc4ccccc4c3)cs2)cc1 (stereo unspecified)	1
O=C(CSc1nnc(-c2cccc(Br)c2)o1)NCC1CCCO1 (stereo unspecified)	-6
O=C(OCc1ccccc1)N1CCC2CC1c1c2cccc1N1CCOCC1 (stereo unspecified)	3
CC(C)C[C@@H]1O[C@H](CCc2ccccc2)Cc2[nH][nH]c(=O)c21	-7
O=[N+]([O-])c1ccc(Sc2ccncn2)c([N+](=O)[O-])c1	-6
COC(=O)[C@H]1[C@@H](O)[C@@]2(O)c3c(OC)cc(OC)cc3O[C@@]2(c2ccc(OC)cc2)[C@@H]1c1ccc(F)cc1	-4
CC(=O)Nc1ccc(C(=O)Nc2cc(S(=O)(=O)N3CCOCC3)ccc2N2CCOCC2)cc1	-6
CCOC(=O)[C@]12CCC=C1N(Cc1ccccc1)C(=O)[C@H](CC(=O)NCc1ccc(OC)c(OC)c1)C2	-5
CCc1nc2c(OCc3cc(Cl)cc(Cl)c3)cccn2c1N(C)C(=O)c1ccccc1F	-7
O=C(c1ccco1)N1CCN(C(=O)c2cn(-c3ccccc3)nc2-c2ccc(F)cc2)CC1	-5
C=CCN=C1NC(c2ccc(Cl)cc2)C(C(=O)OC)=C(C)N1C (stereo unspecified)	-6
Cc1ccc2sc(C)cc(=O)c2c1	-7
Brc1ccc(Br)c2cnccc12	-4
CCc1nc2ccc(C(=O)Nc3ccc(OC)c(OC)c3)cn2c1N(CC)Cc1cccc(Br)c1	1
COc1ccc2[nH]c3c(c2c1)CCN1C(=O)C(CC(=O)NCCCn2ccnc2)C[C@H](C(=O)N2CCOCC2)[C@@]31CCC1CCCC1 (stereo partly specified)	-8
Oc1ccc(C[C@H]2CNC(=S)N2C[C@H]2CCCN2C[C@H](Cc2ccccc2)N2C[C@H](Cc3ccc(O)cc3)N(CC3CCCCCC3)C2=S)cc1	-5
COc1cccc(S(=O)(=O)N(C)C[C@H]2Oc3ncc(Br)cc3C(=O)N([C@@H](C)CO)C[C@@H]2C)c1	-8
NS(=O)(=O)c1cccc(NC(=O)CCc2ccc(S(=O)(=O)N3CCOCC3)cc2)c1	-3
O[C@@H]1C[C@H](c2ccc(Cl)cc2)N(Cc2cccs2)C[C@H]1n1cc(-c2ccc(F)cc2)nn1	-7
CCN1C[C@@H]2[C@@H]3C(=O)N(C)C(=O)[C@@H]3[C@](CC)(C1=O)N2C(=O)c1ccccc1	-1

From PubChem

This is a subset; rates above refer to the full screens.
